ARNT TACC3 PPI – ARNT/TACC3 interaction disruption; Q9Y6A5; AlphaScreen His-ARNT PAS-B/GST-TACC3 binding, luminescence; TACC3 fragment carries E629A point mutation; AID 623870; 390,000 compounds, 0.66% hits; inhibition, % at 9.99 µM;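 active means mean inhibition of replicates at least 50% and at least half of replicates each reaching 50%; inconclusive means half or more replicates reach 50% but mean below 50%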;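 further: 0% = complete ARNT plus TACC3 wells and 100% = ARNT alone without TACC3; many hits fall short of the cut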
CASP6 VEID inh – blocks human caspase-6 cleavage activity; purified caspase-6, Z-VEID-R110 cleavage fluorescence; inhibition, % at 12.5 µM; 350,000 compounds, 0.53% hits; AID 686996; P55212;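 active means mean inhibition across replicates at least about 35%, with every replicate also reaching that limit, limit read from the data; inconclusive means only one of the two criteria met; inactive means neither criterion met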;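 further: 0% = median of neutral control wells and 100% = no fluorescence left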
Target sequence (P55212 24-179 limits assumed): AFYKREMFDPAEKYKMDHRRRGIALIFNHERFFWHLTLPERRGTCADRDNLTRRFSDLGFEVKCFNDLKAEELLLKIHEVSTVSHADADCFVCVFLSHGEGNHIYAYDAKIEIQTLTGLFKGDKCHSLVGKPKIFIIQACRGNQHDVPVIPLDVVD
Target sequence (P55212 194-293 limits assumed): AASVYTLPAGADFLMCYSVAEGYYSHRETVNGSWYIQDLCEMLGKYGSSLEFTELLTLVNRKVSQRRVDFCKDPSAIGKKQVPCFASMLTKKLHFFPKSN
RAD54 branch – blocks human RAD54 Holliday junction branch migration | Q92698 | FAM/BHQ fluorescence | inhibition, % at 10.4 µM | 360,000 compounds, 0.14% hits;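 active means mean normalized replicate activity at least 40 and at least half of replicates scoring 40 or more; inconclusive means only one of the two criteria met; inactive means mean below 40 and under half of replicates reaching 40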;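 further: 0% = median of neutral control wells and 100% = median of positive control wells; inhibitors cause a drop in the FAM fluorescence signal; in these data hits start at about 50%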
ERp5 block – ERp5 (human) disulfide isomerase inhibition; Q15084; ERp5 insulin aggregation, absorbance 650 nm, 90 min; inhibition, % at 9.99 µM; 350,000 compounds, 0.05% hits; AID 651711;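 active means mean replicate inhibition above about 25%, with every replicate also reaching it, limit read from the data, passing the limit was not always enough; inconclusive means only one of those two criteria met; inactive means neither criterion met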
RAD52 inh – blocks human RAD52 DNA annealing | P43351 | recombinant RAD52 DNA annealing, FRET fluorescence | inhibition, % at 18.7 µM | 360,000 compounds, 0.46% hits;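 active means every replicate showing at least 50% inhibition; inconclusive means mean inhibition at least 50% but not in every replicate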
Target sequence (P43351 whole entry, looked up): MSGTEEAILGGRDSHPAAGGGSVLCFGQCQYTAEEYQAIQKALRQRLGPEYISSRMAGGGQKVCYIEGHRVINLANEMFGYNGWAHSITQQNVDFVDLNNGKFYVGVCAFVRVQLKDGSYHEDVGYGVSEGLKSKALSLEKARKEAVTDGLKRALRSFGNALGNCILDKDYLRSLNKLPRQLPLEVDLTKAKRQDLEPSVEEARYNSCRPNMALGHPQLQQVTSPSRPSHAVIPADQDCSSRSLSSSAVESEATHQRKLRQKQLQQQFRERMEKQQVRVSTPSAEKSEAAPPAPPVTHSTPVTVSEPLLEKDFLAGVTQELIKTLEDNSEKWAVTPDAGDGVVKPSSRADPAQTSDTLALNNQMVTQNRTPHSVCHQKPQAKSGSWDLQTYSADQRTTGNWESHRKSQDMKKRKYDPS
E-sel inducer – induces E-selectin expression in human endothelial cells | activation, % at 7.58 µM | AID 686992 | 260,000 compounds, 0.37% hits | HUVEC E-selectin immunofluorescence imaging; normalized: neutral wells 0, TNF-alpha wells 100;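 active means mean E-selectin-positive cell signal at least 10% of the positive control, reached in at least 60% of replicates, without over 20% cell loss; inconclusive means no rule given, readout overlaps actives, possibly toxicity-flagged; inactive means the rest, including those meeting only one limit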;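 further: in these data hits start at about 27%; measured in HUVEC primary endothelial cells; signal is the percent of cells scored E-selectin positive by PE staining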
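material = human umbilical vein endothelial cells (HUVEC), E-selectin induction | quantity = 3,000 cells/well | medium = EGM-2 growth medium on 0.1% gelatin-coated wells | technique = immunofluorescence imaging | read-out basis = % PE-positive cells | control set = TNF-alpha positive control, DMSO neutral control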
PglD inh – PglD (C. jejuni) enzyme inhibition | purified PglD enzyme, DTNB colorimetric CoA detection | 360,000 compounds, 0.098% hits | inhibition, % at 12.5 µM; in the data active means inhibition above about 16%, passing the limit was not always enough; inconclusive means no clear call, values can overlap the other calls; further: strong numbers were not always called active
esBAF inh – inhibitors of esBAF chromatin remodeling in mouse ES cells. Bmi1-luciferase knock-in reporter, 24 h; 100% = twice the neutral-well signal. reporter increase, % at 12.5 µM. 350,000 compounds, 2% hits. AID 602393; in the data active means activation above about 40%; inconclusive means no clear call, values can overlap the other calls;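 further: 0% = median of the plate's neutral control wells and 100% = double that signal; a rise in the Bmi1 reporter signal indicates esBAF inhibition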
Numbers without * were called inactive; ? = inconclusive; / = not tested or not shown. Not a hit list, and some 3.2% of all compounds hit somewhere here.

compound	ERp5 block	RAD54 branch	PglD inh	CASP6 VEID inh	E-sel inducer	ARNT TACC3 PPI	esBAF inh	RAD52 inh
C[C@@H]1CN([C@@H](C)CO)C(=O)Cc2cc(NC(=O)NC3CCCCC3)ccc2O[C@@H]1CN(C)C	3	-10	15	3	-3.1	1	-1	-9
Cc1cc(C(=O)OCC(=O)N2CCC(C)CC2)c2ccccc2n1	4	5	-2	4	/	/	-8	-3
Cc1ccc(S(=O)(=O)N(C)C[C@@H]2Oc3ccc(NC(=O)CCCN(C)C)cc3CC(=O)N([C@H](C)CO)C[C@H]2C)cc1	-1	-12	-6	-4	0.0	3	-3	6
O=C(C[C@@H]1C=C[C@H](NC(=O)c2cccc(F)c2)[C@H](CO)O1)NCc1ccc(Oc2ccccc2)cc1	4	-5	5	-2	-0.6	-29	12	8
C[C@@H]1CN([C@H](C)CO)C(=O)c2cc(NS(=O)(=O)c3ccc(Cl)cc3)ccc2O[C@@H]1CN(C)C	-4	9	-6	9	/	-5	-11	4
O=C(Cn1cccn1)N1CCCC(Nc2ccc(F)c(F)c2)C1 (stereo not given)	-6	7	1	2	-1.5	-5	-8	-20
C[C@H](CO)N1C[C@H](C)[C@@H](CN(C)Cc2ccc(C(=O)O)cc2)Oc2ccc(NC(=O)Nc3cccc4ccccc34)cc2C1=O	7	-20	6	0	-5.2	-9	2	-8
CN(C)C(=O)C[C@H]1CC[C@H]2[C@@H](COC[C@@H](O)CN2S(=O)(=O)c2ccccc2Cl)O1	1	-1	0	0	0.1	-5	-1	-7
O=C(Cn1nc(-c2ccc(Cl)cc2)ccc1=O)NCc1ccc2c(c1)OCO2	-2	8	5	-2	1.2	-10	-5	-9
CC(C)=CCC/C(C)=C/CNC(=O)C[C@H]1C[C@H](C(=O)N2CCOCC2)[C@@]2(CCC3CCCC3)c3[nH]c4cc(CCC(=O)N(C)C)ccc4c3CCN2C1=O	6	-6	5	3	-0.1	-1	13	-12
Cc1c(CCC(=O)NC2CC2)c(=O)oc2cc(O)ccc12	10	0	-5	-3	/	-17	4	2
COc1ccc(CN(C)C[C@H]2Oc3c(NS(=O)(=O)c4ccc(OC)cc4)cccc3C(=O)N([C@@H](C)CO)C[C@H]2C)cc1	0	2	-9	/	-0.4	-7	-5	-5
Cc1ccccc1-n1nnnc1SCc1cc(=O)n2ccsc2n1	8	5	6	1	-0.3	1	10	-27
COc1ccccc1CNC(=O)C(CC(C)C)NC(=O)C1CCC(C)CC1 (stereo not given)	/	7	4	/	/	-4	7	/
O=C(Nc1cccc(C(=O)O)c1)/C(=C\c1ccc(F)cc1)NC(=O)c1ccco1	0	-6	3	6	-0.1	-33	11	-10
O=C(Cn1cnc2ccccc21)Nc1ccc(F)c(F)c1	?	11	-2	-1	0.2	22	-6	-13
C/C=C/c1ccc([C@H]2[C@@H](CO)N(C(=O)CN(C)C)C23CN(C(=O)C2CC2)C3)cc1	-4	/	/	2	0.0	/	/	2
COCC(=O)Nc1ccc2c(c1)[C@H]1C[C@@H](CC(=O)NCc3ccc(OC)cc3)O[C@@H](CO)[C@H]1O2	7	3	2	2	-0.4	-2	-7	-15
CC1CN(c2ccc(NS(=O)(=O)c3ccccc3)cc2C(=O)O)CC(C)O1 (stereo not given)	/	2	-4	3	/	/	5	-6
CN(C)S(=O)(=O)c1cccc(NC(=O)COc2nc3ccccc3nc2N2CCOCC2)c1	6	-2	5	1	/	-3	/	-120
COc1ccc(NC(=S)N/N=C/c2cccn2Cc2ccc(F)cc2)cc1	0	/	/	-6	-0.1	-14	/	-14
Cc1noc(C)c1NC(=O)N(C)C[C@@H]1Oc2ccc(NS(C)(=O)=O)cc2CC(=O)N([C@@H](C)CO)C[C@@H]1C	/	5	0	/	-10	-2	4	/
COc1ccc(S(N)(=O)=O)cc1C(=O)NNC(=O)CN(C)S(=O)(=O)c1ccc(Cl)cc1	-5	-2	-1	1	/	-3	12	-3
COc1ccc([N+](=O)[O-])cc1NC(=O)CCN1CCN(C)CC1	-1	/	/	-10	/	-4	/	6
O=C(Cc1cccs1)Nc1ccc(N2CCOCC2)cc1	5	3	-3	-3	/	/	/	3
N#CC(C#N)=CN=c1ccn(Cc2ccc(Cl)cc2Cl)cc1	3	-7	-6	-1	-0.1	2	-24	-78
COC(=O)c1ccc(COc2ccc(NC(C)=O)cc2)o1	-4	/	/	-2	0.6	-14	/	-1
CC(=O)c1cc2cccc(OC3(C)CCN(Cc4ccc(-c5ccccn5)cc4)C3)c2o1 (stereo not given)	2	0	-3	-1	0.1	/	1	-41
CCOC(=O)c1cnc(C(F)(F)F)nc1Oc1ccccc1	2	/	/	-2	/	2	-3	-5
COCC#Cc1ccc([C@H]2[C@H]3CN(C(=O)C4CCCCC4)CC(=O)N3[C@H]2CO)cc1	17	/	/	2	0.3	/	/	-8

An excerpt of these results, with two lines to a compound:
Below each compound: ERp5 block	RAD54 branch	PglD inh	CASP6 VEID inh	E-sel inducer	ARNT TACC3 PPI	esBAF inh	RAD52 inh
- COc1ccc(S(N)(=O)=O)cc1C(=O)NNC(=O)CN(C)S(=O)(=O)c1ccc(Cl)cc1
→ -5	-2	-1	1	/	-3	12	-3
- COC(=O)c1ccc(COc2ccc(NC(C)=O)cc2)o1
→ -4	/	/	-2	0.6	-14	/	-1

Record cards, as listed above. Order of screens: ERp5 block | RAD54 branch | PglD inh | CASP6 VEID inh | E-sel inducer | ARNT TACC3 PPI | esBAF inh | RAD52 inh
COc1ccc(CN(C)C[C@H]2Oc3c(NS(=O)(=O)c4ccc(OC)cc4)cccc3C(=O)N([C@@H](C)CO)C[C@H]2C)cc1 reads 0 | 2 | -9 | / | -0.4 | -7 | -5 | -5
CC1CN(c2ccc(NS(=O)(=O)c3ccccc3)cc2C(=O)O)CC(C)O1 (stereo not given) reads / | 2 | -4 | 3 | / | / | 5 | -6

Continued:
compound	ERp5 block	RAD54 branch	PglD inh	CASP6 VEID inh	E-sel inducer	ARNT TACC3 PPI	esBAF inh	RAD52 inh
CNC[C@@H]1OCCCC[C@@H](C)Oc2ccc(NC(=O)c3ccccc3)cc2C(=O)N([C@H](C)CO)C[C@@H]1C	3	5	-2	-3	0.1	-2	-2	-6
Cc1ccc(CN(C(=O)COc2cccc(C)c2C)C2CCS(=O)(=O)C2)o1 (stereo not given)	3	-25	-3	4	/	-2	/	-6
COc1cc(C=O)ccc1OCC(=O)Nc1ccc2c(c1)OCO2	-15	4	-1	0	0.0	0	11	-10
CN(C)C(=O)C[C@@H]1CC[C@@H]2[C@@H](COc3ccc(NC(=O)C4CCCCC4)cc3C(=O)N2C)O1	21	-7	-5	1	-0.2	-8	0	-1
Cc1ccc(NC(=O)c2ccco2)c(NC(=O)COc2ccccc2)c1	4	/	/	-1	/	-19	3	-6
O=C(C[C@H]1CC[C@@H](NC(=O)C2CC2)[C@@H](CO)O1)NCc1ccncc1	0	-2	-2	-3	0.1	-5	-1	6
CC(=O)Nc1ccc(Oc2nc(-c3ccccn3)nc3ccccc23)cc1	2	/	/	-3	/	58*	/	-7
O=C(COC(=O)c1ccc(C(F)(F)F)cc1)Nc1cccc(S(=O)(=O)NC2=NCCCCC2)c1	-1	5	5	0	/	3	-3	-15
CC1Cc2ccccc2N1S(=O)(=O)c1cccc(C(=O)OCC(=O)NC2CCS(=O)(=O)C2)c1 (stereo not given)	/	8	-3	/	/	-2	-2	/
COc1cccc(S(=O)(=O)N2CC[C@@H]3[C@@H](CO)Nc4ccc(-c5ccccc5OC)cc4[C@@H]32)c1	0	-1	0	1	0.0	1	3	3
CC(C)c1ccc(C(O)c2nc3ccccc3n2C)cc1 (stereo not given)	-1	0	9	0	0.1	-17	5	-2
CC(C)=CCC/C(C)=C/COc1c2occc2cc2ccc(=O)oc12	6	-11	-1	-1	/	-3	-1	-8
Cn1c(=O)c2c(nc(N3CCCCC3)n2CC(O)COc2ccccc2)n(C)c1=O (stereo not given)	-1	-12	-6	-2	/	0	-1	4
CCS(=O)(=O)N(C)C[C@@H]1OCc2ccccc2-c2c(n(C)c3ccccc23)C(=O)N([C@@H](C)CO)C[C@@H]1C	6	-1	-2	-2	0.1	-6	2	2
COc1cccc(C#Cc2ccc([C@@H]3[C@@H](C#N)N(C(=O)C4CCOCC4)[C@H]3CO)cc2)c1	13	11	1	2	1.3	-8	1	-131
CC(=O)OCCCNc1cc(Sc2nc3ccccc3s2)c2nonc2c1[N+](=O)[O-]	/	-7	-2	/	/	24	1	/
O=C(Nc1ccccc1)C1CC(=O)N(Cc2ccccc2)C1 (stereo not given)	1	8	-1	0	/	3	0	-5
CCOC(=O)Cc1csc(NC(=O)c2cnc3sc(C)cn3c2=O)n1	/	-1	-5	-2	0.1	0	47*	-7
CCCC(=O)Nc1ccc2c(c1)C(=O)N(C)C[C@@H](OC)[C@H](C)CN(CCc1ccccc1)[C@@H](C)CO2	-8	-9	4	0	-0.1	0	2	7
COc1ccc(/C=C/C(=O)NC(=S)Nc2ccccc2C(=O)NC2CCCCC2)cc1	-3	/	/	-2	/	0	/	-7
CCC(=O)N[C@H]1CC[C@@H](CC(=O)NCc2ccc(OC)cc2)O[C@@H]1CO	-2	-7	-5	-2	0.0	-6	-1	11
Nc1ccccc1N=c1ssnc1Cl	0	/	/	19	/	23	/	-29
Cc1cc(C)c(NC(=O)c2ccccc2C(=O)c2ccccc2)c(C)c1	5	/	/	-1	-0.5	-5	/	-24
CCOC(=O)Cn1nc(C)c(-c2ccccc2)c1N	/	3	-4	/	/	1	2	/
COc1cc(/C=N/NC(=O)c2cc(-c3c(C)nn(-c4ccccc4)c3C)n[nH]2)ccc1O	1	0	-2	-2	-0.2	/	22	18
O=C1Nc2cc(C(=O)NCCCN3CCOCC3)ccc2S/C1=C/c1ccccc1F	7	17	-5	-1	/	-1	-1	-4
CC(CC(=O)NCCc1ccc(Cl)cc1)S(=O)(=O)c1ccc2c(c1)NC(=O)CO2 (stereo not given)	6	5	-5	-1	/	-4	2	-14
COc1ccc(NS(=O)(=O)c2cn(C)cn2)cc1	3	/	/	-3	0.3	5	-1	-13
CCC(=O)N1CCC2(CC1)CN(C(=O)CN1CCOCC1)[C@@H](CO)c1[nH]c3cc(OC)ccc3c12	2	/	/	2	-0.4	/	/	-20
CO[C@H]1CC[C@H]2CCN(C)C(=O)[C@H](C)[C@H](OC)CN(C)C(=O)c3cc(C#N)ccc3OC[C@H]1O2	-1	8	1	2	0.0	-7	6	-3
CCn1cnc2c1c(=O)n(CC(=O)NCC(C)C)c(=O)n2Cc1ccccc1	3	-8	5	1	0.1	5	-4	-7

With a hit mark in esBAF inh, of those listed so far:
SMILES,ERp5 block,PglD inh,CASP6 VEID inh,ARNT TACC3 PPI,esBAF inh,RAD52 inh
CCOC(=O)Cc1csc(NC(=O)c2cnc3sc(C)cn3c2=O)n1,/,-5,-2,0,47*,-7

Gathered by group: the compounds so far with an aryl thioether with sulfur outside any ring
compound	ERp5 block	RAD54 branch	PglD inh	CASP6 VEID inh	E-sel inducer	ARNT TACC3 PPI	esBAF inh	RAD52 inh
Cc1ccccc1-n1nnnc1SCc1cc(=O)n2ccsc2n1	8	5	6	1	-0.3	1	10	-27
CC(=O)OCCCNc1cc(Sc2nc3ccccc3s2)c2nonc2c1[N+](=O)[O-]	/	-7	-2	/	/	24	1	/

High-throughput results as filed in PubChem.
